# CatB block: human cathepsin B inhibitors, primary screen, biochemical, fluorogenic substrate; AID 453, 2006; purified cathepsin B, fluorescence; 63,000 compounds, 0.1% hits; inhibition, %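 (tested at 10 µM)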; in the data active = inhibition above about 21%;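 note: 0% = enzyme with no compound and 100% = no enzyme blank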
# CatB mixtures: cathepsin B inhibitors from pooled compounds, primary screen, biochemical, compound mixtures, AMC fluorescence. P07858. Purified cathepsin B, AMC dipeptide fluorescence. inhibition, %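 (ten-compound pools at 5 µM per compound and 50 µM total)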. 62,000 compounds, 0.06% hits; in the data active = inhibition above about 22%, passing the limit was not always enough; inconclusive = no clear call, values can overlap the other calls;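 note: 0% = enzyme without compound and 100% = no enzyme blank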
# D1 mod: D1 CRE-luciferase signal change, two-sided – cell-based, HEK293 D1, dopamine EC30, D1 allosteric modulator project, primary screen. dopamine EC30 potentiation; actives deviate in either direction. D(1A) dopamine receptor (Homo sapiens), P21728. B-score at 10 µM. 58,000 compounds, 5.9% hits. AID 641, 2007;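 active = luminescence count or its row- and column-corrected plate score outside the 99.7% band of the plate's sample wells, on either side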
# DUSP1 inh: MKP-1 phosphatase inhibitors, primary screen, biochemical, in vitro | Dual specificity protein phosphatase 1 (Homo sapiens), P28562 | recombinant MKP-1, OMFP hydrolysis fluorescence | inhibition, %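 (compounds tested at a single concentration somewhere between 10 and 100 µM)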 | 65,000 compounds, 0.15% hits | AID 374, 2006;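 active = inhibition above about 50%, limit read from the data; inconclusive = inhibition over screen mean plus 3 SD, below that limit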;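 note: 0% = DMSO max control wells and 100% = wells with enzyme stopped by NaOH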
# Hsp90 block: tumor Hsp90 inhibitors, primary screen, cell lysate, fluorescence polarization, NCI-N417 lysate; Heat shock protein HSP 90-alpha (Homo sapiens), P07900; Cy3B-geldanamycin FP displacement; inhibition, % at 30 µM; 64,000 compounds, 0.35% hits; AID 429, 2006;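 active = inhibition above 50%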;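 note: 0% = tracer plus lysate wells and 100% = tracer alone without lysate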
# Ecoli tolC: growth inhibitors of E. coli tolC mutant, primary screen, strain BW25113 ΔtolC::kan, 384-well; AID 573, 2007; OD615; growth inhibition, % at 10 µM (by protocol); 65,000 compounds, 2.2% hits;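 active = growth inhibition at or above a cutoff equal to the mean over every tested compound plus 3 SD, cut at about 60% in these data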;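 note: growth measured after 20 h incubation at 37 °C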
#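 test system = E. coli BW25113 ΔtolC::kan bacteria | medium = LB with kanamycin 50 µg/mL | signal = OD at 615 nm | schedule = 37 °C, 20 h exposure | evaluation = % inhibition of E. coli growth | compound dosing = one dose of 10 µM final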
# E coli RNAP: E. coli RNAP inhibitors, biochemical; DNA-directed RNA polymerase subunit beta (Escherichia coli (strain K12)), P0A8V2; E. coli RNA polymerase, fluorescence transcription assay; inhibition, %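 (tested at 10 µM)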; 62,000 compounds, 0.2% hits; AID 559, 2006; in the data active = inhibition above about 20%;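 note: 0% = enzyme without compound and 100% = no enzyme blank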
# Target sequence (P0A8V2 whole entry, looked up): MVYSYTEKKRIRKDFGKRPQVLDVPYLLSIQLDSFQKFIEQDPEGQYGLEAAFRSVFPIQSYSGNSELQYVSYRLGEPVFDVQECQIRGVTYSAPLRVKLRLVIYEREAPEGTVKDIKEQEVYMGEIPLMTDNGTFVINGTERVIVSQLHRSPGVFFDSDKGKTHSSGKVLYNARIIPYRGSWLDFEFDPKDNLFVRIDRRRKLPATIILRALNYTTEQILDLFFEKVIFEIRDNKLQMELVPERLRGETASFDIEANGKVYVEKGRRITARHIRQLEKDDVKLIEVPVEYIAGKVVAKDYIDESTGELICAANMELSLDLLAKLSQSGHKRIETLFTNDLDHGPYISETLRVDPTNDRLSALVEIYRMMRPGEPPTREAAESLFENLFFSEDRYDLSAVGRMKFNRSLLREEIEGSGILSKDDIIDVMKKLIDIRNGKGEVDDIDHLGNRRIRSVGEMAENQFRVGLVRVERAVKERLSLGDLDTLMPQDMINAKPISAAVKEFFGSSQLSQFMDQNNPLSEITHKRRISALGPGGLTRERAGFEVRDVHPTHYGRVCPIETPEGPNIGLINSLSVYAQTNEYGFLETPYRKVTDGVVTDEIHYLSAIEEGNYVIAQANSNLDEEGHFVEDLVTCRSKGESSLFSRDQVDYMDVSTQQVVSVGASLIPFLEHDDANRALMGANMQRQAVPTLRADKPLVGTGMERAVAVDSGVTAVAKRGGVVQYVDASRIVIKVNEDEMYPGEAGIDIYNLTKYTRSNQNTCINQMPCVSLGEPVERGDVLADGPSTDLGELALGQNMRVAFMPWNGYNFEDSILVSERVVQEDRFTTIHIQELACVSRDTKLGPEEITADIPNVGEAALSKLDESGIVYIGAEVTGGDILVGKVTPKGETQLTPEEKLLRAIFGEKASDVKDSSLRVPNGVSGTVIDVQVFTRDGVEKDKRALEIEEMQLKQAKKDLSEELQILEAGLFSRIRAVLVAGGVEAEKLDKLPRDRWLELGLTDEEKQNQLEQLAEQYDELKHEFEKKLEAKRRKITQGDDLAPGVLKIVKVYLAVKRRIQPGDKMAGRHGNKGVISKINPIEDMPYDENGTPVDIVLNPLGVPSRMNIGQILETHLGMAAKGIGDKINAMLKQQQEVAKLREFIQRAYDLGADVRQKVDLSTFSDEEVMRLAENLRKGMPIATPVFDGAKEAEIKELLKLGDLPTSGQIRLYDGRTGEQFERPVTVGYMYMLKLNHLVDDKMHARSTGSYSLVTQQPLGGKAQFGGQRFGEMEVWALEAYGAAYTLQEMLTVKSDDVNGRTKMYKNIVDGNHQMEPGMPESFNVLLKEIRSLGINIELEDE
# AP ELISA ortho: alternative complement pathway inhibitors, primary screen, biochemical, ELISA, human serum, orthogonally pooled compounds; AID 1235, 2008; LPS-coated ELISA, C3 deposition; tested in compound mixtures; inhibition, % at 5 µM; 62,000 compounds, 0.08% hits;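 active = inhibition above 30% in each of the two pooled mixtures holding the compound, so the lower value exceeds 30%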;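 note: 0% = serum in Mg-EGTA without compound and 100% = EDTA serum blank; some compounds past the cut are filed as inactive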
#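 Test system – human serum alternative complement pathway, C3 deposition on LPS-coated wells · Buffer or medium – diluted human serum in Mg2+-EGTA GVB++ · Compound dosing – 5 µM each compound, pools of ten, 50 µM per pool · Schedule – 1 h serum-compound exposure at 37 °C · Measured by – Anti-C3 ELISA, OD 450 nm · Read-out basis – percent inhibition of C3 deposition onto LPS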
# Cdc25B block: inhibitors of Cdc25B phosphatase catalytic domain, primary screen, biochemical, OMFP fluorescence; recombinant Cdc25B, OMFP fluorescence Ex485/Em525; inhibition, %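 (compounds tested at 10 µM final in the well)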; 65,000 compounds, 0.1% hits; AID 368, 2006; in the data active = inhibition above about 50%
# Starred values were filed as active, the others as inactive; u = inconclusive; x = no result given; & = joins results of further samples.
SMILES,CatB block,CatB mixtures,D1 mod,DUSP1 inh,Hsp90 block,Ecoli tolC,E coli RNAP,AP ELISA ortho,Cdc25B block
C=C1C2(C(=O)Nc3nccs3)CCC(C2)C1(C)C (stereo not drawn),x,x,x,-8,-5,18,x,x,4
CCOC(=O)c1sc2ncn(C(C)C(=O)OC)c(=O)c2c1C (stereo not drawn),2,0,0.4,6,-3,0,2,4,3
CN(C)c1ccc(CN(C)C2CCCCC2)cc1,0,2,-1.6,9,x,12,4,-8,-16
COc1ccc(C2N(c3ccc(F)cc3)C(=O)C3CCCN32)cc1 (stereo not drawn),1,1,0.61,1,-3,3,6,5,-9
COCc1nnc(NS(=O)(=O)c2ccc(C)cc2)s1,3,2,-0.11,18,-1,0,-1,19,-5
COC(=O)Cc1[nH]nc2c1C1(C(=O)N(Cc3ccccc3)c3ccccc31)C(C#N)=C(N)O2 (stereo not drawn),0,3,1.9,11,0,-2,2,11,-9
O=C(NCc1ccc2c(c1)OCO2)C1CCN(C(=O)Nc2ccc(Cl)cc2)CC1,-2,-5,-0.5,-5,-2,-13,2,-8,-4
CCOc1ccc2nc3ccc4[nH]onc4c3c2c1,-3,-1,-1.3,14,-4,31,-3,7,-2
CC1=C(C(=O)OC(C)C)C(c2ccncc2)n2ncnc2N1 (stereo not drawn),4,1,-0.16,14,-5,-15,3,13,0
COc1ccc(S(=O)(=O)N2CCC(C(=O)NCCC3=CCCCC3)CC2)cc1OC,-5,1,0.095,0,-6,4,4,9,-6
COc1ccc(S(=O)(=O)N2CCCC(C(=O)N3CCCCCC3)C2)cc1 (stereo not drawn),-5,8,0.12,-6,1,-1,7,-1,-8
O=c1[nH]c(-c2ccccn2)nc2ccccc12,5,x,0.47,-18,4,10,0,x,10
O=C(C1CCN(Cc2ccccc2)CC1)N1CCCC1,0,0,-0.045,5,-1,-10,5,4,-7
CN1C(=O)CSc2ccc(NC(=O)N3CCN(c4ccccn4)CC3)cc21,4,3,-1.4,21,-3,17,8,10,-4
COc1ccc(CNC(=O)c2csnn2)cc1,3,-2,0.81,3,-3,-3,-4,-25,-17
CSc1ncccc1C(=O)OCn1nnc2ccccc2c1=O,-2,-14,3.3*,6,-5,-2,-3,-4,-11
CCOC(=O)c1ccc(N2C(=O)CC(N3CCC(O)(c4ccc(Cl)cc4)CC3)C2=O)cc1 (stereo not drawn),-5,-3,-0.76,6,-2,6,-2,15,0
CC(=O)NC(Cc1ccc(C)cc1)C(=O)NC1CCN(C(=O)c2cnccn2)CC1 (stereo not drawn),-2,6,-0.013,-1,-2,-22,2,13,-7
COCCNc1cc(C)nc2ccccc12,1,-1,0.037,1,-7,-6,-3,11,-10
CCc1nnc(NC(=O)CSc2nnc3scc(-c4ccc(C)cc4)n23)s1,0,-6,0.24,-5,-3,-21,-16,19,-10
CCn1c(SCC(=O)N2CCC(C(N)=O)(N3CCCCC3)CC2)nc2ccccc2c1=O,2,1,0.51,5,-4,-14,9,1,6
CCCCC(=O)Nc1cc(NC(=O)CCCC)cc(C(=O)O)c1,-3,-3,-4.2*,20,-3,-10,-1,11,-7
CCOc1cc2[nH]c(=S)n(CCCC(=O)NCc3ccco3)c(=O)c2cc1OCC,3,3,-0.11,25,-1,-4,2,7,-13
O=C(c1ccccc1)N1CCN(C2CCCCCC2)CC1,0,1,-0.38,-3,0,-11,-2,5,-2
COC(=O)c1cc(-c2ccccc2)n[nH]1,-1,5,0.41,1,0,-25,6,15,4
COc1cc(OC)cc(C(=O)Nc2cc(NC(=O)c3ccco3)ccc2OC)c1,3,15,2.3,-5,x,6,6,4,-11
O=c1[nH]c(Cc2cccs2)nc2ccccc12,-3,1,-0.019,2,-4,5,2,-9,-10
CCN(CC)C1=CC(=O)OC12CCCCC2,6,3,-0.14,4,-2,-8,9,0,-1
O=C(Nc1cccc(N2CCCC2)c1)c1cccs1,2,-3,1.3,-1,-3,37,-4,5,-4
CN1Cc2c(N)cccc2C(c2ccccc2)C1 (stereo not drawn),-3,3,-1.4,0,-3&0,-1,9,12,0
O=C(Nc1c2c(nn1-c1ccc(F)cc1)CS(=O)(=O)C2)C12CC3CC(CC(C3)C1)C2,0,-3,-2.6,27,1,2,6,5,1
Cc1c(C(=O)N2CCCC2)nnn1-c1nonc1N,5,-1,-0.31,-3,-8,-17,0,20,-12
Cc1ccc(-c2nn3c(-c4ccco4)nnc3c3ccccc23)cc1S(=O)(=O)NCC1CCCO1 (stereo not drawn),-3,-7,-0.51,38,-1,17,x,17,6
COc1ccc(C(C(O)C(=O)c2c[nH]c3ccccc23)N2CCN(c3ccccc3)CC2)cc1 (stereo not drawn),0,2,0.86,u,-1,72*,1,23,36
Cn1c(-c2ccc(Br)o2)nc2cc(Br)ccc21,1,-1,-0.16,-8,-5,-3,-2,12,-1
CC(=O)Nc1ccc(S(=O)(=O)N2CCC(n3cnc4cc(F)ccc43)CC2)cc1,1,-1,-2.2,13,-2,19,-10,23,12
Cc1ccc(CNC(=O)c2ccc(Br)o2)cc1,1,3,-0.054,7,-4,14,6,6,0
CCCN1CCN(CCCNC(=O)CN2C(=O)COc3ccccc32)CC1,3,7,-0.52,23,0,-34,0,16,-2
O=C(CSc1ccc2nnc(-c3ccccc3)n2n1)N1CCN(c2ccccc2)CC1,4,0,-0.37,-1,0,-7,3,-10,-5
CC(C)CCNC(=O)C1C2C=CC3(CN(Cc4ccccc4Cl)C(=O)C13)O2 (stereo not drawn),-3,4,-0.18,6,-1,2,3,10,-7
Cc1ccc2nc(-c3ccc(SCC(=O)O)nc3)[nH]c2c1,6,3,-0.038,-4,-6,-10,7,1,-6
CCOc1ccc2nc(NC3=NCN(Cc4ccco4)CN3)nc(C)c2c1,6,-1,0.016,23,-1,x,-10,9,-2
COc1cccc(OC)c1C(=O)Nc1ccc(CN2CCOCC2)cc1,2,-7,-0.32,-14,-1,-6,11,6,0
CCC(C)[C@H](NC(=O)NC1CCCc2ccccc21)C(=O)O (stereo partly drawn),2,-5,2,-29,-1,-20,8,14,-1
COc1cc(C(=O)OCC(=O)c2cc(C)n(C)c2C)cc(OC)c1OC,6,1,0.21,-1,-3,9,2,11,2
C=CCOc1ccc(C2c3c(oc4ccccc4c3=O)C(=O)N2CCCN2CCOCC2)cc1 (stereo not drawn),-1,0,0.13,1,-1,-1,7,-3,5
COc1ccccc1N1CCN(C(=O)CSc2nnc(NC(=O)C3CC3)s2)CC1,2,6,0.36,4,0,-5,5,18,-7
COc1ccc(C)cc1NC(=O)CCN1CCCC1,3,4,-0.92,0,0,-10,7,9,5
O=C(NCCOC(=O)c1ccc(Cl)c(S(=O)(=O)N2CCCCC2)c1)c1ccncc1,0,0,-0.8,-22,-6,-3,-9,4,-14
CC(C)(C)c1cc(NC(=O)c2cc(F)c(F)c(F)c2F)no1,3,6,-0.19,-9,0,-15,8,4,-8

# Next part:
SMILES,CatB block,CatB mixtures,D1 mod,DUSP1 inh,Hsp90 block,Ecoli tolC,E coli RNAP,AP ELISA ortho,Cdc25B block
Cc1onc(-c2c(F)cccc2Cl)c1C(=O)Nc1ccc(S(=O)(=O)Nc2ncccn2)cc1,-1,-3,0.06,-2,1,-5,1,5,-2
CCOC(=O)N1CCN(C(=O)C(c2ccccc2)c2ccccc2)CC1,0,3,-0.045,x,x,2,8,-3,x
COc1ccc(-c2nc3n(n2)C(c2ccccc2)C2=C(CCCC2=O)N3)cc1OC (stereo not drawn),6,0,1.1,24,-1,9,1,7,7
Cc1nc2c(-c3ccc(F)cc3)c(C)nn2c(C)c1CCC(=O)N1CCN(c2ccccn2)CC1,-1,3,-0.18,33,-4,6,2,16,-18
CCOc1ccc(S(=O)(=O)NCCN2CCOCC2)c2ccccc12,-2,2,-0.0065,9,-2,1,-2,19,-1
Cc1ccccc1OCCCC(=O)Nc1ccc2c(c1)OCO2,5,2,-0.087,-6,32,37,10,-1,-7
COc1cccc(N2C(=O)C(O)=C(C(C)=O)C2c2ccc(OC)c(OC)c2)c1 (stereo not drawn),4,-1,0.55,-4,-1,7,11,-17,-22
Cc1ccc(C(=O)Nc2nnc(-c3ccncc3)s2)o1,3,1,-0.41,5,x,-7,-2,6,-14
CCN1CCN(CCNC(=O)C2CCN(Cc3nc(-c4ccc(Cl)cc4)oc3C)CC2)CC1,2,2,-0.16,7,0,-12,7,15,-13
N#Cc1cc2c(nc1SCC1COc3ccccc3O1)CCC2 (stereo not drawn),2,9,0.28,0,-6,50,6,-6,-4

# Sorted by molecular weight (largest number first): 4 of the compounds above.
SMILES,CatB block,CatB mixtures,D1 mod,DUSP1 inh,Hsp90 block,Ecoli tolC,E coli RNAP,AP ELISA ortho,Cdc25B block
Cc1nc2c(-c3ccc(F)cc3)c(C)nn2c(C)c1CCC(=O)N1CCN(c2ccccn2)CC1,-1,3,-0.18,33,-4,6,2,16,-18
COc1cccc(N2C(=O)C(O)=C(C(C)=O)C2c2ccc(OC)c(OC)c2)c1 (stereo not drawn),4,-1,0.55,-4,-1,7,11,-17,-22
CCOC(=O)N1CCN(C(=O)C(c2ccccc2)c2ccccc2)CC1,0,3,-0.045,x,x,2,8,-3,x
N#Cc1cc2c(nc1SCC1COc3ccccc3O1)CCC2 (stereo not drawn),2,9,0.28,0,-6,50,6,-6,-4

# More structures follow.
SMILES,CatB block,CatB mixtures,D1 mod,DUSP1 inh,Hsp90 block,Ecoli tolC,E coli RNAP,AP ELISA ortho,Cdc25B block
COc1ccc(C)cc1Nc1cc(C)nc2nc(C)nn12,2,3,0.46,-7,1,-4,3,20,-7
CC(=O)c1nc2ccccc2n1S(=O)(=O)c1ccc(C)cc1,4,0,0.14,33,-8,-14,10,-3,-25
COc1ccc(C)cc1C(=O)CCC(=O)Nc1ccccc1N1CCOCC1,-4,4,0.16,0,-1,18,6,12,-2
CC(=O)N1CCc2cc(Br)cc(S(=O)(=O)N3CCN(c4ccccn4)CC3)c21,4,4,-0.073,-7,0,2,3,8,-1
CC(=O)c1ccc(C(=O)Nc2nnc(-c3ccc(Cl)cc3)o2)cc1,1,1,-0.37,34,-4,100*,-1,21,-2
CC(NC(=O)OCc1ccccc1)C(=O)NCC1CCCO1 (stereo not drawn),-1,-3,0.38,-14,-3,2,-5,1,-37
CCOc1ccc(-c2noc(=O)[nH]2)cc1,1,0,-0.53,-10,-3,-12,0,5,-18
Brc1ccccc1-c1nnc2sc(Cc3ccccc3)nn12,7,2,1.7,6,-1,45,0,13,-5
Cc1cc2ccccc2c(=O)n1CC(=O)Nc1ccc2c(c1)OCCO2,-3,-2,1,15,0,1,3,14,-5
Cc1nc2ccccc2c2oc(C(=O)NCCCN3CCCC3=O)cc12,0,-10,-0.048,1,0,-1,11,-8,-5
CCC(C)NC(=O)c1cn(C)c(=O)c2cc(OC)c(OC)cc12 (stereo not drawn),2,5,x,9,x,-15,7,5,-14
CC(C)(C)n1ncc2c(=O)n(CC(=O)Nc3ccc4c(c3)OCCO4)cnc21,0,0,-0.39,20,-3,12,1,12,-2
O=C(Nc1cccc(C(F)(F)F)c1)C1CCCN(c2ncccn2)C1 (stereo not drawn),-1,-3,-0.17,16,-5,56,-1,11,3
Cc1ccc2nsnc2c1N(S(C)(=O)=O)S(C)(=O)=O,6,-2,-0.18,8,-3,-7,0,-2,-5
